# pPAFAH FP inh: inhibitors of human plasma PAF acetylhydrolase (pPAFAH); Q13093; recombinant pPAFAH, FP-rhodamine probe fluorescence polarization; inhibition, % at 3.39 µM; actives 1.5% (n = 330,000); AID 463082;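 active = inhibition above the mean inhibition across the screen plus 3 SD, cut at about 25% in these data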;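 note: inhibitors block binding of the rhodamine activity-based probe so polarization drops; 0% = enzyme with DMSO and 100% = wells lacking pPAFAH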
# Target sequence (Q13093 whole entry, looked up): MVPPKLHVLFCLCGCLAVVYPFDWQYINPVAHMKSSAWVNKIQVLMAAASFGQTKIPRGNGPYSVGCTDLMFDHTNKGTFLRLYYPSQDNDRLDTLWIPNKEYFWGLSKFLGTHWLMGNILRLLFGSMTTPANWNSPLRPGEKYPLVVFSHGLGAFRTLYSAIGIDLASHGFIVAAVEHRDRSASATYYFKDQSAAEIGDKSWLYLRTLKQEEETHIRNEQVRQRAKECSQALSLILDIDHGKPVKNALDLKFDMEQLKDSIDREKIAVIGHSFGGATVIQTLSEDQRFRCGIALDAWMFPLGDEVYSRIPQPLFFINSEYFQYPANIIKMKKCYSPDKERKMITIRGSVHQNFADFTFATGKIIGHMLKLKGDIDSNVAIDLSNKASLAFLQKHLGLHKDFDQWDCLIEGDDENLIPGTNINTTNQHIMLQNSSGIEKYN
# Fam108B counter: counter-screen for RBBP9 inhibitors: inhibitors of mouse Fam108B. recombinant Fam108B, FP-Rh probe fluorescence polarization. inhibition, % at 9.51 µM. actives 0.33% (n = 300,000);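 active = inhibition above the screen mean inhibition plus 3 SD, computed separately per campaign, cut at about 18% in these data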;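 note: inhibitors lower polarization as less probe binds the enzyme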
# GLD-1 RNA inh: GLD-1-TGE RNA interaction inhibition (C. elegans); purified GLD-1 + fluorescein TGE RNA, fluorescence polarization; inhibition, % at 5.96 µM; actives 0.44% (n = 320,000);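 active = percent inhibition above a per-plate cutoff, the plate mean of test compounds plus 3 SD, cut at about 30% in these data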;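 note: 0% = DMSO wells with GLD-1 and probe and 100% = wells lacking GLD-1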
# PME-1 primary: blocks human protein phosphatase methylesterase 1; recombinant PME-1, FP-Rh probe fluorescence polarization; inhibition, % at 5.9 µM; actives 0.53% (n = 320,000); AID 2130;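 active = inhibition above the campaign mean of all compounds plus 3 SD, cut at about 26% in these data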;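 note: competitive labeling of PME-1 active site by serine hydrolase directed probe; 0% = PME-1 with DMSO and 100% = wells lacking PME-1 enzyme; inhibitors block probe labeling so polarization falls and inhibition rises; many of its hits are not listed in these tables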
# Target sequence (Q9Y570 whole entry, looked up): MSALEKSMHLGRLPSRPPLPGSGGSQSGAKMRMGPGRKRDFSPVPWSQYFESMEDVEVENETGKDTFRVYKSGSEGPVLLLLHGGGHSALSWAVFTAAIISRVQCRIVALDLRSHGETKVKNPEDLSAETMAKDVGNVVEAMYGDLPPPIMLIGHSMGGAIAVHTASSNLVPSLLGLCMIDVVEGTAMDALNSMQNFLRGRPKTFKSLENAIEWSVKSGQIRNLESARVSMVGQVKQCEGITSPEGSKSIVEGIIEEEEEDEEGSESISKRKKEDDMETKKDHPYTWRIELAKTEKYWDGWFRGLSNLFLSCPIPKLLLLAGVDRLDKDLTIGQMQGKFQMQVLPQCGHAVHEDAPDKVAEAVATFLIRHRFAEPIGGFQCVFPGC
# MCL1 BIM primary: MCL1-BIM-BH3 interaction inhibition (human). GST-MCL1 / FITC-Bim-BH3 fluorescence polarization. inhibition, % at 10.9 µM. actives 0.68% (n = 320,000);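 active = inhibition above the mean inhibition of all tested compounds plus 3 SD, set per campaign, cut at about 40% in these data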;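 note: 0% = DMSO wells and 100% = unlabeled Bim-BH3 peptide control; higher means more loss of mP so more displacement of Bim peptide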
# AHR activator: human AHR activation; AID 2796; AHR-responsive luciferase reporter cells, luminescence; activation, % at 5 µM; actives 2.5% (n = 320,000); P35869; in the data active = activation above about 47%;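 note: 0% = vehicle wells and 100% = reference agonist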
# MEX-5 binding: C. elegans MEX-5 TCR-2 RNA binding activity; Q9XUB2; MEX-5/FITC-TCR2 RNA binding, fluorescence polarization; stronger effect = lower value; activity score (negative = inhibition of binding), % at 10 µM; actives 0.38% (n = 300,000);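 active = inhibition past about -25% in most replicates, and total fluorescence under double the plate's negative control median, limit read from the data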;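 note: 0% = DMSO and -100% = 5 µM competing unlabeled TCR2 RNA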
# PAFAH1B2 inh: blocks human PAF acetylhydrolase 1b catalytic subunit 2; recombinant PAFAH1B2, FP-rhodamine activity probe, fluorescence polarization; inhibition, % at 3.39 µM; actives 1.2% (n = 340,000); AID 492953;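 active = inhibition above the mean of all tested compounds plus 3 SD, cut at about 24% in these data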;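 note: 0% = enzyme with DMSO and 100% = wells lacking PAFAH1B2; many of its hits are not listed in these tables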
# Target sequence (P68402 whole entry, looked up): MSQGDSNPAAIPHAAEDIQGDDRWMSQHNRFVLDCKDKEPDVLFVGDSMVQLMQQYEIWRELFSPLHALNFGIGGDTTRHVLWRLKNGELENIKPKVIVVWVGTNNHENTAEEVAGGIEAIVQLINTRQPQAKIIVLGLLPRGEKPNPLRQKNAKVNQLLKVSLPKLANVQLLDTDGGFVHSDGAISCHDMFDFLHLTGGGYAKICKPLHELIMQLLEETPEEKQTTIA
# BCLXL inh: blocks human Bcl-xL binding to Bim BH3 peptide. actives 0.7% (n = 320,000). AID 2129. GST-Bcl-xL / FITC-Bim BH3 peptide fluorescence polarization. inhibition, % at 10.9 µM. Q07817;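 active = inhibition above the mean of all tested compounds plus 3 SD, cutoff set per campaign, cut at about 30% in these data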;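 note: 0% = DMSO wells and 100% = unlabeled Bim-BH3 peptide competitor; inhibitors lower millipolarization by displacing the labeled peptide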
# Starred values were filed as active, the others as inactive; . = no result given. The list is partial; rates above refer to the full screens.
SMILES,pPAFAH FP inh,Fam108B counter,GLD-1 RNA inh,PME-1 primary,MCL1 BIM primary,AHR activator,MEX-5 binding,PAFAH1B2 inh,BCLXL inh
CCc1nnc2n1N=C(c1ccc([N+](=O)[O-])cc1)CS2,8,1,-2,-1,1,-1,2.1,-1,4
O=C(NCCCCc1ccccc1)C1CC(c2cc(C(F)(F)F)cc(C(F)(F)F)c2)=NO1 (stereo unspecified),3,1,-6,-4,-4,5,-1.6,-2,-1
Cc1ccc2[nH]c(C(=O)N/N=C/c3ccccc3C(=O)O)c(-c3ccccc3)c2c1,11,1,-4,4,5,10,2.2,7,6
Cc1cc(C)c(-n2c(O)c(C=NCCN3CCOCC3)c(=O)[nH]c2=O)c(C)c1,3,0,3,-1,-1,-3,1.0,5,3
CCCCCCCCCS(=O)(=O)Nc1cc(C)ccn1,3,-1,-2,-3,8,5,.,6,12
CCc1ccc2nc(N=C(N)N)nc(C)c2c1,3,-8,9,-10,-2,8,0.6,3,-1
CCc1nc(SCC(=O)Nc2ccc3c(c2)OCCO3)c2oc3ccccc3c2n1,-1,1,-9,2,1,-2,0.1,0,1
S=C(Nc1ccccc1)Nc1nc2ccccc2n1CCOc1ccc(Br)cc1,4,1,-7,-1,12,22,-1.1,5,6
Cc1cc(CNC(=O)c2cc(-c3ccccc3)nc3ccccc23)nn1C,6,-1,0,4,3,7,1.4,1,5
CCOC(=O)c1ccccc1NC(=O)COC(=O)C1CCCC1,8,2,2,-1,-4,1,0.8,8,1
CC1(NC(=O)CSc2nnc(-c3ccco3)n2Cc2ccccc2)CCS(=O)(=O)C1 (stereo unspecified),-2,.,10,0,-17,-1,.,1,-16
Cc1ccc(NC(=S)N2CCC(N(C)CC3CCCO3)CC2)cc1 (stereo unspecified),-5,5,-3,-5,8,5,2.6,5,4

# Single records, from the list above. Order of screens: pPAFAH FP inh, Fam108B counter, GLD-1 RNA inh, PME-1 primary, MCL1 BIM primary, AHR activator, MEX-5 binding, PAFAH1B2 inh, BCLXL inh
# `Cc1cc(C)c(-n2c(O)c(C=NCCN3CCOCC3)c(=O)[nH]c2=O)c(C)c1` across the screens: 3, 0, 3, -1, -1, -3, 1.0, 5, 3
# `Cc1ccc2[nH]c(C(=O)N/N=C/c3ccccc3C(=O)O)c(-c3ccccc3)c2c1` across the screens: 11, 1, -4, 4, 5, 10, 2.2, 7, 6
# `CC1(NC(=O)CSc2nnc(-c3ccco3)n2Cc2ccccc2)CCS(=O)(=O)C1` (stereo unspecified) across the screens: -2, ., 10, 0, -17, -1, ., 1, -16

# (further entries)
SMILES,pPAFAH FP inh,Fam108B counter,GLD-1 RNA inh,PME-1 primary,MCL1 BIM primary,AHR activator,MEX-5 binding,PAFAH1B2 inh,BCLXL inh
CCn1cc(Cl)c(C(=O)N2N=C(c3ccc4ccccc4c3)CC2c2ccccc2O)n1 (stereo unspecified),-18,-40,4,-58,10,12,0.3,-6,1
C=CCn1c(O)c(CN2CCCCC2)c(C)c(C#N)c1=O,-6,-5,18,-8,12,0,-0.2,0,20
CN(CCc1cn[nH]c1)C(=O)CC1C(=O)NCCN1Cc1cccc(Oc2ccccc2)c1 (stereo unspecified),5,-1,-4,-1,4,0,5.8,3,10
O=C(Nc1cccc(C(=O)O)c1)/C(=C\c1ccccc1)NC(=O)c1cccc2ccccc12,2,-1,5,-2,-1,-1,-1.2,3,0
CCN1CCN(CCNC(=O)c2ccc3c(c2)N(Cc2ccc(F)cc2)C(=O)c2ccccc2S3=O)CC1 (stereo unspecified),5,3,1,-9,4,-3,3.4,4,1
COc1ccc(C(=O)NC(=S)Nc2ccc(CN3CCOCC3)cc2)cc1Br,3,2,4,2,12,1,0.9,-6,3
O=C(Cn1cc(C(F)(F)F)cc(Cl)c1=O)Nc1ccc(N2CCOCC2)cc1,1,2,1,-1,-9,3,-1.0,5,-4
CN(Cc1c(C(=O)N/N=C/c2cc(F)ccc2F)nnn1-c1nonc1N)C1CCCCC1,-2,0,-4,-9,0,2,-2.0,6,-3
CC(=O)c1ccc(NC(=S)NNC(=O)c2ccccc2[N+](=O)[O-])cc1,4,6,2,5,0,-2,-5.3,4,3
Cc1cc(O)c(/C=N/Nc2ccccc2Cl)c(=O)o1,2,-1,12,-3,15,8,2.4,0,9
Cc1ccc(S(=O)(=O)c2cc3ccccc3nc2N)cc1,4,1,9,6,-7,4,-0.5,24,-5
COc1cc(-c2c(C#N)c(N)nc3c2CCCC3)ccc1O,6,-2,3,1,7,3,0.8,1,6
COc1ccc(CNC(=O)COc2ccc(F)cc2)cc1,11,0,8,-1,-1,4,-0.9,2,2
CN1C2CCC1CC(NC(=O)c1ccc([N+](=O)[O-])cc1)C2 (stereo unspecified),1,2,-1,11,4,-2,0.6,1,5
Cc1noc(C)c1COC(=O)c1cc(=O)[nH]c2ccccc12,1,2,-4,0,3,3,.,-2,8
Cc1ccc(S(=O)(=O)N2CCCCC2)cc1NC(=O)COC(=O)C1(C)CC1(Cl)Cl (stereo unspecified),-1,.,5,0,-8,-1,.,0,1
O=C(N/N=C/C(Cl)=C/c1ccccc1)c1ccccc1F,1,0,8,-13,2,4,-9.7,2,3
CC(C)CNS(=O)(=O)c1cc(C(=O)OC2CCOC2=O)c(Cl)cc1Cl (stereo unspecified),-2,4,6,4,2,-1,1.7,2,1
N#C/C(=C(/O)CCl)c1nc(-c2ccccc2)cs1,23,7,-12,7,-16,24,0.5,-1,-7
O=C(N/N=C/c1cccc([N+](=O)[O-])c1O)C(O)(c1ccccc1)c1ccccc1,5,-1,-4,-4,25,1,1.1,-2,6
CCc1nnc(NC(=O)CCC(=O)NCc2ccccc2OC)s1,3,-4,4,3,9,2,0.0,7,5
CN(CC(=O)Nc1ccc(OC(F)(F)F)cc1)C(=O)Cc1cccs1,3,.,7,.,.,7,.,4,.
O=C(Nc1ccc(Cl)cc1)/C(=C1\CCCN1)[N+](=O)[O-],3,-3,4,-1,6,-1,4.1,1,10
O=C(O)C12CC3CC(C1)CC(n1ncc(NCc4ccccc4)c(Cl)c1=O)(C3)C2,1,3,-17,1,-5,-3,-2.9,4,2
CCC(=O)/C(=C(/O)c1ccccc1)c1nc2ccccc2[nH]1,-4,10,3,-1,7,65*,0.0,4,16
COCCn1nnnc1C(c1ccccc1OC)N1CCc2ccccc2C1 (stereo unspecified),3,3,3,-1,4,3,-0.6,0,11
Cc1cc(Cn2nc(C(=O)NCc3cccs3)cc2-c2ccccc2)on1,13,-2,-3,8,0,1,.,8,5
Cc1cc(C(=O)CSc2nc3ccc(Cl)cc3[nH]2)c(C)n1CC1CCCO1 (stereo unspecified),6,2,0,-5,0,29,-0.1,-3,9
N#CC1(NC(=O)COC(=O)Cc2n[nH]c(=O)c3ccccc23)CCCCC1,0,-3,12,-4,-5,10,-0.2,-1,-3
Cn1c(=O)c2[nH]c(N/N=C(/C#N)C(N)=O)nc2n(C)c1=O,-4,0,-1,-1,4,0,-27*,.,0
CCCC(=O)Nc1cnc(NC(=O)c2cccc(F)c2)cc1C,4,-4,8,1,5,9,-0.4,2,0
Cc1ccccc1C(=O)NNC(=O)CSc1nnc(C)n1-c1ccccc1,-4,2,7,1,1,3,1.4,0,0
Cc1ccc(N2C(=O)SC(N(CC(=O)O)c3cccc(C)c3)C2=O)cc1 (stereo unspecified),-2,6,0,0,14,5,0.3,8,11
O=C(NNC(=O)C1CCN(C(=O)Nc2ccccc2)CC1)c1ccc([N+](=O)[O-])cc1,22,.,4,1,4,-1,.,4,3
C=CCN(c1ccccc1)S(=O)(=O)c1cccc(C(=O)NCC(c2cccs2)N2CCOCC2)c1 (stereo unspecified),6,2,1,0,-2,4,-1.2,8,-11
COc1ccc(S(=O)(=O)N(C)C)cc1NC(=O)CSc1nc(N)cc(N)n1,2,1,0,2,-2,1,11,-2,-1
CC(OC(=O)c1ccc2c(c1)OCCO2)C(=O)NC1CCCCC1C (stereo unspecified),3,0,-5,1,0,-4,-2.9,-3,4
Cc1ccc(C)c(Cn2cnc3c(nnn3-c3ccc(F)cc3)c2=O)c1,-4,-3,2,-4,5,-2,1.2,1,3
CC1(C)CC(=O)c2sc(NC(=O)c3cccs3)nc2C1,0,0,-3,1,3,1,-3.0,6,0
Cc1c(Cl)cccc1NC(=S)N1CCN(Cc2ccc3c(c2)OCO3)CC1,1,-4,3,1,16,-1,-0.1,0,1
COC(=O)C1=C(C)NC(C)=C(C(=O)OC)C1c1ccc(NC(C)=O)cc1,2,5,2,-2,-2,1,1.3,2,3
CCOc1cc(C(=S)N2CCOCC2)ccc1OC(=O)c1cc(OC)c(OC)c(OC)c1,5,3,2,2,4,0,1.9,2,2
COc1cc2cc(C(=O)N3CCOCC3)cc(-c3ccc(C)cc3)c2cc1OC,12,-3,0,4,-2,4,4.8,4,-4
COc1ccc(CN(CC2CCC(C(=O)O)CC2)C(=S)Nc2ccccc2OC)cc1 (stereo unspecified),4,-1,4,3,7,0,-0.1,5,3
O=C(OCC(=O)N1CCc2ccccc21)c1cccc(S(=O)(=O)N2CCCc3ccccc32)c1,-1,-3,5,-3,6,1,1.2,5,6
COc1cc(OC)cc(-c2nnc(NC(=O)CCS(=O)(=O)c3ccc(F)cc3)o2)c1,3,0,2,-8,7,12,1.6,7,10
CC(=O)Nc1ccccc1NC(=O)COc1cccc2ccccc12,6,-4,-3,3,1,7,3.3,1,7
CC(=O)N1CCN(c2ccccc2NC(=O)c2cc3ccccc3o2)CC1,-4,3,1,8,4,17,-2.3,-5,2
c1ccc(NCc2cccc3ccccc23)nc1,-7,-3,-10,-1,-7,68*,0.2,3,-6
c1ccc(-n2ncc3c2ncn2nnnc32)cc1,4,-5,6,-1,3,3,3.5,2,-1
COc1c2ccc(OCC/C(C)=C/C(=O)C=C(C)C)cc2nc2occc12,9,.,3,.,.,76*,.,0,.
CC(=O)NNC(=O)C(O)(c1ccccc1)c1ccccc1,-6,1,-7,-1,3,5,-0.4,2,5
Cc1cccc(N(C(=O)c2snc(C(N)=O)c2N)C(C(=O)NCC2CCCO2)c2ccc(N(C)C)cc2)c1 (stereo unspecified),2,0,-2,-4,8,0,0.1,0,1
CCCC(=O)NC(Nc1cccc(C(F)(F)F)c1)C(Cl)(Cl)Cl (stereo unspecified),-2,-1,1,-9,0,0,-1.0,1,0
Cc1cc(N2CCN(C)CC2)nc2ccc(NC(=S)NCCC(C)C)cc12,6,5,-3,-1,0,4,1.7,5,5
Clc1ccc(CNCC2CCCO2)c(Cl)c1 (stereo unspecified),-1,6,-4,-5,4,1,1.6,.,5
CCCC(=O)c1ccc(N2CCN(C(=O)c3ccccc3Br)CC2)c(F)c1,6,0,3,0,8,5,0.8,-3,3
N#CC1=C(N)OC2=C(C(=O)CCC2)C1c1cccs1 (stereo unspecified),1,0,6,2,1,-1,-1.6,2,2
C=CCN1CN(Cc2ccco2)CNC1=S,-10,-2,5,1,0,0,0.8,2,-2
CCOC(=O)c1c(-c2ccc(C)cc2)csc1NC(=O)C1CC=CCC1C(=O)O (stereo unspecified),5,4,1,1,6,1,-0.6,6,13
O=C(CN1C(=O)C2C3CCC(C3)C2C1=O)OCC(=O)c1ccc(Br)cc1 (stereo unspecified),-2,2,1,3,-11,-1,1.8,15,-6
CCN1C(=O)C(O)(CC(=O)c2ccc3c(c2)OCCO3)c2ccccc21 (stereo unspecified),-1,3,-3,-4,3,-1,2.5,3,4
